Screening data from PubChem.
Hck-Nef inh: human Hck-Nef kinase inhibition; P08631; Recombinant Hck-YEEI plus Nef, Z-Lyte FRET kinase assay; inhibition, % at 20 µM; actives 0.68% (n = 220,000); AID 463187;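 active means Hck-Nef kinase inhibition above about 50%, limit read from the data; inactive means inhibition below that limit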;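 further: 0% = DMSO with Hck plus Nef and 100% = Hck alone without Nef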
Target sequence (P08631 whole entry, looked up): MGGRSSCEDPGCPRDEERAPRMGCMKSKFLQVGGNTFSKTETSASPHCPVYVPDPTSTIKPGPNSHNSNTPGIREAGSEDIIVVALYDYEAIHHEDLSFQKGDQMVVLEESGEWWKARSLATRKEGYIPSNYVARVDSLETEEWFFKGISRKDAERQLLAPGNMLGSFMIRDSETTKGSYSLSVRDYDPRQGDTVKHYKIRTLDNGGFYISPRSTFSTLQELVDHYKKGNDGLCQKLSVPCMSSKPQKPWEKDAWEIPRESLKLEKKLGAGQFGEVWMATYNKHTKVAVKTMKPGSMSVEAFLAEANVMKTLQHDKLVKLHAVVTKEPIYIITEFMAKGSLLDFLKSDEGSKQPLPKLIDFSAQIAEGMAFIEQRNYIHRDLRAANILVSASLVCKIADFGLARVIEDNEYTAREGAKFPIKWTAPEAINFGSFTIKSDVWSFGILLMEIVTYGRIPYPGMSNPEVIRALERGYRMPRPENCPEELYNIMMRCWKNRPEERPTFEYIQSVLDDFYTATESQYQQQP
RBBP9 inhibitor: human RBBP9 hydrolase inhibition; recombinant RBBP9, FP-Rh probe fluorescence polarization; O75884; inhibition, % at 7.94 µM; actives 0.2% (n = 220,000);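 active means inhibition above the campaign mean of all tested compounds plus 3 SD, cut at about 14% in these data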;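 further: plate controls were DMSO wells with RBBP9 for no effect and wells lacking RBBP9 protein for full effect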
Target sequence (O75884 whole entry, looked up): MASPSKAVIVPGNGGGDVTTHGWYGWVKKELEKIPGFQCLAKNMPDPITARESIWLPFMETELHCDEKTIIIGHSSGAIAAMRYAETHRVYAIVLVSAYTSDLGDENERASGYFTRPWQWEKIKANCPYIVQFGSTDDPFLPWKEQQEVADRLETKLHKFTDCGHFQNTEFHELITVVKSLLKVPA
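Measured by – fluorescence polarization · Test system – RBBP9 protein · Input – 2.5 µM RBBP9 dispensing solution, before mixing · Measure – percent inhibition from mP, scaled between DMSO and no-protein wells · Benchmarks – DMSO-treated enzyme wells and wells lacking RBBP9 · Times – preincubation 30 min plus labeling 45 min at 25 °C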
NPY-Y2 PAM-ag: potentiators or agonists of human neuropeptide Y receptor Y2; P49146; cells expressing NPY-Y2, potentiator/agonist read-out; activation, % at 3.6 µM; actives 0.45% (n = 220,000); AID 1359; in the data active means activation above about 27%;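 further: cells stimulated with NPY near EC25 plus isoproterenol at EC100; 0% = vehicle plus submaximal agonist and 100% = vehicle plus saturating agonist; some results beyond the cut were filed as inactive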
Target sequence (P49146 whole entry, looked up): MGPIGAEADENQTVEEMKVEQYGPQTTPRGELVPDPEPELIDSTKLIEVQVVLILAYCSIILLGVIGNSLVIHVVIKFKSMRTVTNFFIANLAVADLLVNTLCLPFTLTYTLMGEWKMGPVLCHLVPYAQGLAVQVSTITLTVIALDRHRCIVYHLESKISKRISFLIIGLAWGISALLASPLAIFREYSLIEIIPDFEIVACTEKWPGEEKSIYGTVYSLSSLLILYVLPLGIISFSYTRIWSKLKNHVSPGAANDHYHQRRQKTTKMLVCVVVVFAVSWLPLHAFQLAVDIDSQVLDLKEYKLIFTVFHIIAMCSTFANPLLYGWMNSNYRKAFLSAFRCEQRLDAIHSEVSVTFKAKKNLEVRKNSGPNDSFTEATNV
NPY1 pot ag: potentiates or activates human NPY-Y1 receptor; P25929; NPY-Y1 expressing cells, potentiator/agonist activation; activation, % at 3.6 µM; actives 0.37% (n = 220,000); AID 1304; in the data active means activation above about 33%, passing the limit was not always enough;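 further: cells stimulated with NPY at EC10 then isoproterenol at EC100; 0% = low agonist plus stimulus and 100% = saturating agonist plus stimulus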
p97 ATPase inh: inhibitors of human p97 ATPase. P55072. inhibition, % at 8 µM. actives 0.42% (n = 220,000). recombinant p97 ATPase, Kinase-Glo ATP luminescence, 3 h; in the data active means inhibition above about 15%;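 further: 0% = DMSO vehicle and 100% = wells lacking enzyme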
NPY Y1 blocker: NPY-Y1 (human) receptor antagonism | P25929 | HEK293-CNG Y1 cells, membrane potential fluorescence; NPY at EC95, then isoproterenol | inhibition, % at 3.6 µM | actives 1% (n = 200,000) | AID 1040;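 active means inhibition above the campaign mean inhibition of all tested compounds plus 3 SD, cut at about 20% in these data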;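 further: 0% = DMSO wells given NPY plus isoproterenol and 100% = isoproterenol alone without NPY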
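Test system – HEK293 Y1/CNG channel cell line · Also added – NPY agonist 25 nM, then isoproterenol 1 µM plus Ro 20-1724 25 µM · Compound dosing – one concentration, 3.6 µM, in 0.4% DMSO · Schedule – compound incubation 1 h at room temperature, readout 45 min post-stimulation · Technique – fluorescence, membrane potential probe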
Runt-CBFb FRET: blocks binding of human RUNX1 Runt domain to CBFb; Q01196+Q13951; Cerulean-Runt/Venus-CBFb FRET ratio 530/480, 1 h; inhibition, % at 20 µM; actives 0.46% (n = 220,000); AID 1496;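 active means inhibition over about 50% at 20 µM in the single-dose screen, limit read from the data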;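 further: 0% = DMSO wells and 100% = excess unlabeled CBFb competitor control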
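Reagent – Venus-CBFb binding partner, 100 nM · Assay system – Cerulean-tagged RUNX1 Runt domain (FRET donor) fusion protein · Input – 100 nM per protein · Incubation – two 1 h room-temperature incubations shielded from light · Measured by – FRET fluorescence · Medium – Tris buffer pH 7.5 with salts and BSA · Benchmarks – unlabeled CBFb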
Runt-SMMHC FRET: inhibitors of human RUNX1 Runt domain binding to CBFb-SMMHC; Q01196+Q13951; Cerulean-Runt/Venus-CBFb-SMMHC FRET ratio 530/480, 1 h; inhibition, % at 20 µM; actives 0.74% (n = 220,000);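 active means mean inhibition across duplicate retests at 20 µM reaching about 50%, limit read from the data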;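 further: 0% = DMSO wells and 100% = wells with excess untagged CBFb-SMMHC; inhibitors lower the FRET ratio by blocking Runt binding to CBFb-SMMHC; some results filed as inactive read as strong as hits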
MDM2 E3 inh: blocks human Mdm2 ubiquitin ligase activity | Q00987 | cell-based MDM2 ubiquitination luciferase reporter, 2 h; 0 = plate control, 100 = twice control, blank-subtracted | signal enhancement, % at 5 µM | AID 1230 | actives 0.11% (n = 210,000);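 active means signal enhancement of 30% or more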;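 further: luminescence tracks abundance of the self-degrading MDM2-luciferase fusion protein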
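Material: Stable MDM2–luciferase fusion reporter cells | Amount: 2000 cells seeded into each well | Dosing: One concentration, 5 µM, with 0.2% DMSO | Incubation: 4 h cell settling then 2 h compound exposure, 37 °C | Measured by: Luciferase luminescence | Read-out basis: % enhancement relative to plate controls after blank subtraction | Benchmarks: Control and blank well means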
The depositor's hits bear a star; . = no result given. This is a random part of the collection; any-hit rate near 3.5%.

SMILES	Hck-Nef inh	RBBP9 inhibitor	NPY-Y2 PAM-ag	NPY1 pot ag	p97 ATPase inh	NPY Y1 blocker	Runt-CBFb FRET	Runt-SMMHC FRET	MDM2 E3 inh
COc1cc(NS(=O)(=O)c2ccc(NC(=O)c3ccc(S(=O)(=O)N4CCCCC4)cc3)cc2)ncn1	27.9	0.9	-13.4	-10.4	0.6	-1.6	-3.2	-2.1	-6.5
Cc1nn(-c2ccccc2)c(C)c1/C=N/NC(=O)c1cc(-c2cccc3ccccc23)n[nH]1	-0.4	-30.1	-10.7	-27.2	1.0	-0.4	-1.5	3.1	-23.6
CC(C)NC(=O)NC(=O)COC(=O)CCOc1ccccc1	13.9	-13.7	-7.7	-19.9	-10.6	5.2	1.9	-4.7	-0.8
CCOC(=O)c1ccc(NC(=O)CCSCCc2ccccn2)cc1	25.3	-4.5	11.2	11.2	1.9	-2.9	-0.3	2.5	-10.6
O=C(O)c1cccc(Cn2c(Cl)c(/C=N/NC(=O)c3ccccc3O)sc2=O)c1	5.9	-4.0	6.4	-18.4	4.6	.	0.3	-2.7	-17.0
Cc1ccc(C)c(C(=O)CCC(=O)Nc2cccnc2)c1	-0.3	-4.0	7.0	-0.4	-7.2	-2.1	-1.9	-2.0	-13.9
COc1ccc(NC(=O)C2CCC(=O)N2)cc1 (configuration not stated)	0.0	-1.1	0.6	-2.2	6.9	0.5	-1.3	-20.8	-9.8
O=[N+]([O-])c1ccc(C2OCCO2)cc1CS(=O)(=O)c1ccccc1	24.8	-6.0	0.1	15.3	4.8	1.1	1.3	-0.3	9.4
CCOc1ccc(-c2nnc3ccc(SCc4ccc(C(=O)OC)o4)nn23)cc1	-1.1	-2.3	0.5	-9.5	4.0	4.0	-0.9	-2.3	-11.7
COc1ccc(N2CCN(CCCNC(=O)C3CCC(CNc4nc(=S)[nH]c5ccccc45)CC3)CC2)cc1 (configuration not stated)	23.2	-5.1	-1.4	7.0	-0.3	4.9	2.1	-1.4	-2.2
Nc1c(-c2ccccc2Cl)cnn1-c1cccc([N+](=O)[O-])c1	0.2	-6.0	17.2	11.9	-3.1	3.5	.	0.0	-2.5
CCOc1cc(NS(=O)(=O)c2ccc(OC)cc2)c(OCC)cc1NC(=O)c1ccco1	1.0	-6.9	5.3	-29.0	4.6	-5.5	-1.7	9.4	10.2
COc1ccc(CN(CC2CCC(C(=O)O)CC2)C(=S)Nc2ccccc2C)cc1 (configuration not stated)	10.3	-4.9	-11.8	0.7	3.0	-1.6	-1.8	-2.9	-14.6
Cc1ccc(C)c2[nH]c(=O)c(CCNC(=O)c3ccc4c(c3)OCO4)cc12	3.0	-5.2	-11.8	-21.7	-9.3	-0.1	1.2	-3.1	-2.1
Cc1ccsc1C(=O)N1CCCC(CCC(=O)NCc2ccc(F)c(F)c2)C1 (configuration not stated)	19.5	3.2	-4.3	15.3	3.6	4.9	2.2	-7.4	11.7
COCCNC(=O)C1CC2Cn3c(nc4cc(Cl)c(Cl)cc43)C2N1C (configuration not stated)	15.2	.	.	.	.	.	0.7	-4.4	11.0
CC(=O)N(CCO)Cc1cc2cc(C)cc(C)c2[nH]c1=O	-0.1	-10.4	-12.5	8.3	-4.0	-1.9	-1.5	-3.2	-12.6
NC(=O)COC(=O)c1cccc(S(=O)(=O)N2CCCCC2)c1	-3.2	-5.8	-5.4	-11.4	-8.2	-3.0	-0.7	2.3	-20.7
C=CCNC(=O)/C(=C\c1ccc([N+](=O)[O-])cc1)NC(C)=O	-0.6	-7.4	1.0	3.5	-1.5	-1.5	-1.6	-18.6	-3.9
CCOC(=O)C1CCCN(CC(O)COc2ccccc2C(C)=O)C1 (configuration not stated)	-1.6	1.9	37.5*	62.0*	-9.5	-7.0	1.3	7.1	-15.1
CC(=O)N1CCN(Cc2cc(=O)n3cc(Cl)c(C)c(Cl)c3n2)CC1	1.4	-1.3	1.1	-10.8	2.3	2.6	-1.1	3.5	-6.0
N#Cc1c(NC(=O)CSc2nc(N)cc(=O)[nH]2)sc2c1CCCC2	21.6	-4.8	-4.2	2.1	7.1	8.0	4.0	-1.2	4.9
Cc1cccc(N=Cc2cc3c(cc2[N+](=O)[O-])OCO3)c1	4.6	1.1	7.2	7.6	5.2	-6.5	.	8.0	-4.8
COc1ccccc1N1CCN(CC(=O)Nc2c(C)n(C)n(-c3ccccc3)c2=O)CC1	4.5	2.3	2.3	6.5	1.4	6.9	-1.4	-4.0	1.0
COc1cccc(/C=N/NC(=O)CCn2nnc3ccccc32)c1	2.7	-6.0	-1.8	-8.1	4.4	1.3	1.5	-0.1	-1.6
CCC(=O)Nc1ccc(-c2cc3ccccc3oc2=O)cc1	16.0	0.9	-18.0	22.8	7.0	-0.8	-1.6	-3.2	-9.5
CC1CC(C)CN(C(=O)C(C)N(C)CC(=O)Nc2ccccc2Cl)C1 (configuration not stated)	23.6	2.2	-10.1	12.9	4.5	-1.6	-0.8	-5.2	-16.0
COc1ccc(CN(C(=O)CSc2nnc(-c3ccc(OC)c(OC)c3)o2)c2ccc(F)cc2)cc1	3.3	0.0	8.2	-17.7	1.8	1.1	-11.1	-4.4	.
O=C(Nc1sc2c(c1C(=O)O)CCCCC2)c1cccs1	6.4	0.1	-0.4	14.6	0.5	0.9	-2.0	-2.5	-41.5
COc1cccc(C(O)c2cnc(C(C)C)n2C)c1 (configuration not stated)	11.7	1.2	-1.6	10.4	2.6	.	0.3	0.9	-10.6
CC1(C)COC(/C=C/c2cccc([N+](=O)[O-])c2)=N1	-13.5	-4.9	-7.5	-6.9	-1.9	0.0	0.0	1.7	-8.6
CC(C)C(c1nnnn1Cc1ccco1)N1CCN(C2CCCC2)CC1 (configuration not stated)	-0.6	-6.0	2.4	1.2	0.7	6.3	0.9	-2.7	-4.9
CC1CC(C)CN(c2nc(N(C)c3ccccc3)nc(N)c2[N+](=O)[O-])C1 (configuration not stated)	12.5	-4.9	30.1	21.4	-6.9	.	1.5	-2.3	-9.9
COC(=O)[C@H](C)NC(=O)Nc1cccc(C)c1	-1.1	-5.8	-20.8	5.8	-0.9	-2.0	-0.5	2.0	3.0
Cc1ccc(/C=N\NC(=O)c2cncc(Br)c2)o1	2.2	-6.9	-7.0	-18.3	-3.2	8.4	0.7	1.8	3.4
N#C/C(=C\c1ccc(-c2cccc([N+](=O)[O-])c2)o1)C(=O)N1CCOCC1	21.4	-7.2	-6.7	5.1	0.7	0.2	-0.5	1.1	-3.0
COc1cccc(/C=N/NC(=O)CSc2nnc(C)n2-c2ccccc2)c1OC	0.3	-5.0	-6.6	-21.1	-5.7	-1.9	-21.9	0.4	-6.8
O=c1oc2ccccc2cc1N1CCOCC1	5.0	3.3	1.6	0.3	4.6	2.4	1.0	-4.3	-4.8
C/C(CC(=O)Nc1ccc(C)c(Cl)c1)=N\NC(=O)c1ccco1	12.6	-17.7	-0.4	9.2	-5.1	0.3	-0.7	3.0	-10.0
Cc1ccc(NC(=O)CSc2nnc(-c3ccccc3C)o2)cc1C	-1.6	-8.0	13.0	-21.0	0.9	8.3	1.8	3.4	0.0
COC(=O)c1ccc(N2CCN(C(C)=O)CC2)c(NC(=O)COc2ccccc2C)c1	12.2	-1.6	-2.5	-3.5	1.3	-1.5	-3.7	0.8	-8.0
O=C(N/N=C/c1cccnc1)c1ccccc1OCc1ccc(Br)cc1	26.4	-10.3	-35.1	-20.5	6.5	19.5	-5.1	-4.9	1.1
CC(C)c1ccc2[nH]c3nc(SCC(=O)N4CCOCC4)nnc3c2c1	8.8	-1.5	9.9	2.6	3.1	2.1	-1.0	0.4	-16.2
O=C(O)c1ccc(-n2cccc2/C=C2/NC(=O)N(c3cccc(Cl)c3)C2=O)cc1	48.7	1.4	-15.4	2.8	7.4	1.2	31.6	33.8	26.6
O=C(CN1CCN(c2ccccc2)CC1)NC(=O)NCc1ccco1	2.9	2.5	8.6	6.6	2.1	1.8	0.6	-2.0	9.5
c1ccc(COC2CCCN(Cc3nc(-c4cnccn4)no3)C2)cc1 (configuration not stated)	4.3	0.5	-18.6	-17.1	2.0	3.2	1.7	1.7	-14.0
CC(C)OC(=O)c1ccc(COC(=O)c2cccc(-c3nnc(-c4ccccc4)o3)c2)cc1	6.0	2.9	9.2	-3.9	2.8	2.0	-6.0	-2.3	-9.2
CCOC(=O)c1sc2ncn(/N=C/c3ccc(O)c(OC)c3)c(=O)c2c1C	25.1	-7.9	-8.1	0.3	-3.1	14.2	-0.8	-11.2	-10.6
Cc1ccc(N(CC(=O)NCc2ccc(F)cc2)S(=O)(=O)c2cccs2)cc1	-1.7	-6.3	-4.1	1.7	-1.7	3.0	0.1	-0.6	1.0
O=C1CSC(c2ccccc2Cl)N1 (configuration not stated)	-23.0	-1.2	-2.5	-6.5	-3.8	-0.3	.	-1.5	-17.1
O=S(=O)(/N=C(/NNS(=O)(=O)c1ccccc1)c1ccccc1)c1ccccc1	18.2	2.1	14.7	0.3	4.4	0.1	-0.8	-4.1	0.7
O=C(CN1C(=O)c2ccccc2S1(=O)=O)NCc1ccc2c(c1)OCO2	-7.6	-3.0	-11.8	-4.7	2.8	-1.1	1.7	-2.4	-1.8

Three entries from above, arranged by length of the SMILES, lowest first:
SMILES	Hck-Nef inh	RBBP9 inhibitor	NPY-Y2 PAM-ag	NPY1 pot ag	p97 ATPase inh	NPY Y1 blocker	Runt-CBFb FRET	Runt-SMMHC FRET	MDM2 E3 inh
c1ccc(COC2CCCN(Cc3nc(-c4cnccn4)no3)C2)cc1 (configuration not stated)	4.3	0.5	-18.6	-17.1	2.0	3.2	1.7	1.7	-14.0
Cc1ccc(N(CC(=O)NCc2ccc(F)cc2)S(=O)(=O)c2cccs2)cc1	-1.7	-6.3	-4.1	1.7	-1.7	3.0	0.1	-0.6	1.0
CC(C)OC(=O)c1ccc(COC(=O)c2cccc(-c3nnc(-c4ccccc4)o3)c2)cc1	6.0	2.9	9.2	-3.9	2.8	2.0	-6.0	-2.3	-9.2

Part of the list above, reduced to NPY Y1 blocker:
SMILES	NPY Y1 blocker
c1ccc(COC2CCCN(Cc3nc(-c4cnccn4)no3)C2)cc1 (configuration not stated)	3.2
CC(C)OC(=O)c1ccc(COC(=O)c2cccc(-c3nnc(-c4ccccc4)o3)c2)cc1	2.0
